# OPRM1-OPRD1 ag: OPRM1-OPRD1 heterodimerization agonism | P35372+P41143 | cells, luminescence | activation, % at 9.3 µM | 0.3% of 340,000 active | AID 504326; in the data active = activation above about 18%;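 also: 0% = vehicle-treated cells and 100% = reference agonist; values of inactives mirror those of a sister screen read the other way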
# Arr AP2 block: inhibitors of human beta-arrestin and AP2 interaction; FITC-arrestin peptide / GST-AP2 beads, flow cytometry; AP2 beta2 appendage carries R879A mutation; inhibition, % at 10 µM; 0.31% of 340,000 active;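 active = inhibition above a set limit, near 3 SD of compounds lacking own fluorescence, cut at about 54% in these data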;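 also: plate controls were DMSO wells for no effect and 5 µM unlabelled arrestin peptide for full effect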
#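 System: GST-AP2 R879A glutathione beads | Also added: FITC-arrestin peptide, 50 nM | Times: 12 min plus 1 h, RT | Signal: Bead flow cytometry, FITC channel | Buffer or medium: PBS with 0.05% Tween 20 and 0.1% BSA | Read-out basis: Percent drop in bead-associated FITC signal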
# PKA-R1A act: activates the PKA-R1A holoenzyme complex; P00514+P68181; PKA-R1A dissociation, Cy5-IP20 fluorescence polarization; scaled: DMSO 0%, 113 µM cGMP 100%; activation, % at 11.4 µM; 0.083% of 340,000 active;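 active = percent activation above the mean of all tested compounds plus 3 SD, cut at about 19% in these data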;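 also: higher means more PKAc released from R1A so a rise in polarization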
# MOR-DOR inv ag: inverse agonists of human mu-delta opioid receptor heterodimerization; P35372+P41143; AID 504357; cell-based MOR-DOR heterodimer luminescence, inverse agonism; inhibition, % at 9.3 µM; 0.21% of 340,000 active; in the data active = inhibition above about 22%, passing the limit was not always enough;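 also: 0% = cells with DMSO and 100% = wells without cells with DMSO; values of inactives mirror those of a sister screen read the other way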
# Tat transport: inhibitors of E. coli Tat protein transport; E. coli MC4100 TorA-mCherry Tat export, fluorescence; inhibition, % at 10 µM; 0.036% of 340,000 active;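 active = mean replicate inhibition at least 50% and at least half of replicates individually reaching 50%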;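 also: exported cargo escapes ClpAP degradation while cytoplasmic cargo is degraded and loses fluorescence; 0% = median of neutral control wells and 100% = median of NaSCN control wells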
# PfHsp90 set2: inhibits growth of yeast expressing Plasmodium falciparum Hsp90 | S. cerevisiae expressing PfHsp90, BacTiter-Glo ATP, 48 h; yeast lacking PDR1 and PDR3 efflux regulators | inhibition, % at 9.4 µM | 0.32% of 310,000 active | AID 504621;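 active = every replicate shows inhibition above about 80%, whatever the replicate mean, limit read from the data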;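 also: 0% = DMSO neutral controls and 100% = 20 µM radicicol positive controls; yeast relying on Plasmodium falciparum Hsp90 in place of its own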
# SUMO Mot1 rescue: SUMOylation pathway inhibition by Mot1-301 growth rescue; growth rescue, % at 18.8 µM; S. cerevisiae Mot1-301 growth rescue, ATP luminescence, 38.5C; percent above DMSO median, 100 means doubled; AID 2716; 1% of 320,000 active;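 active = every valid replicate shows activation above 250% relative to neutral control wells; inactive = the rest, any valid replicate at or below 250%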;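 also: OY570 slx delta 5 strain wells were the positive control but not used for scaling; some compounds called inactive have numbers as strong as hits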
# phage Ecoli inh: E. coli growth loss with phage present | growth absorbance | inhibition, % at 11.9 µM | 0.26% of 360,000 active | AID 651602; in the data active = inhibition above about 11%
# AddAB inh: less growth of phage-infected E. coli with AddAB; inhibition, % at 11.9 µM; E. coli expressing H. pylori AddAB, absorbance growth; AID 435030; 0.29% of 330,000 active; in the data active = inhibition above about 12%;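 also: 0% = vehicle wells of infected cells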
# Pemphigus Ab inh: blocks pemphigus antibody binding to human desmoglein-3. DSG3-coupled beads, scFv-anti-DSG3-GFP binding, flow cytometry; active compounds read low. binding (percent of control), % at 10 µM. 0.48% of 310,000 active. AID 588358;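 active = binding more than 3 SD below its plate's average and above zero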;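 also: hits lower antibody fragment binding to DSG3; some compounds called inactive have numbers as strong as hits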
# Target sequence (P32926 whole entry, looked up, the tested form may be a part): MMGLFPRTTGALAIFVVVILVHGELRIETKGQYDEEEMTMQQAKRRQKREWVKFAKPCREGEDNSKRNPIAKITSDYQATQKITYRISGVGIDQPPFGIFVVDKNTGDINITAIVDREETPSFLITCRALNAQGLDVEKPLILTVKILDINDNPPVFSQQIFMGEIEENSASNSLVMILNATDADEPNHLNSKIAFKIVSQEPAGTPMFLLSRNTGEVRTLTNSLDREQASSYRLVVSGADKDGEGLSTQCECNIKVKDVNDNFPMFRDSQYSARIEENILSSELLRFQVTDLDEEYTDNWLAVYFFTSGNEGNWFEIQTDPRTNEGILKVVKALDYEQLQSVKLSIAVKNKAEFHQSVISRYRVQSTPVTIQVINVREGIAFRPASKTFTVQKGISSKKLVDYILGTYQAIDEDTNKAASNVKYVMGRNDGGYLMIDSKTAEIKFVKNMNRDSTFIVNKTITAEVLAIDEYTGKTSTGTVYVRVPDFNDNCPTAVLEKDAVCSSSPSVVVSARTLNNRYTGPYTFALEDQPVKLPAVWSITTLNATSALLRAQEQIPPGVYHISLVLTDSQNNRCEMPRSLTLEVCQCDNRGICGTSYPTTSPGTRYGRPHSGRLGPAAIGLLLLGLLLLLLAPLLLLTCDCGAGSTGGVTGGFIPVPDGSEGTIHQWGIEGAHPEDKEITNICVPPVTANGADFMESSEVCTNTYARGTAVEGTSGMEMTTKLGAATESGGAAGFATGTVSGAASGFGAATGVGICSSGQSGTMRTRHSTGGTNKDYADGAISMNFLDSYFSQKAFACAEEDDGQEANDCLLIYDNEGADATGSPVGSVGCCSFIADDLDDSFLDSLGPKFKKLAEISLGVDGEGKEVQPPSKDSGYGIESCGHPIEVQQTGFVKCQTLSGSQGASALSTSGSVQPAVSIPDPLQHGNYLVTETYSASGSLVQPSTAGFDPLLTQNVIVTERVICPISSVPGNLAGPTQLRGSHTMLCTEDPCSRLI
# Ecoli viability: bacterial growth inhibition, counter-screen for AddAB inhibitors; inhibition, % at 11.9 µM; 0.27% of 330,000 active; E. coli V3065 growth, OD600 absorbance, 18 h;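 active = inhibition above the campaign's mean inhibition across all tested compounds plus 3 SD, cut at about 9.9% in these data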;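 also: uninfected addAB+ strain grown without phage in ampicillin broth; 0% = DMSO wells and 100% = ciprofloxacin 0.95 µg/ml wells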
# Starred values were filed as active, the others as inactive; x = no result given. Rows were taken by chance; overall some 2.8% were active at least once.
No.	Compound	Ecoli viability	OPRM1-OPRD1 ag	phage Ecoli inh	MOR-DOR inv ag	Arr AP2 block	SUMO Mot1 rescue	PfHsp90 set2	PKA-R1A act	Pemphigus Ab inh	AddAB inh	Tat transport
1	O=C(Nc1c(-c2ccccc2)nc2ccccn12)c1ccccc1	0.3	-5.0	-0.5	23	7	1	4	3	109	5.0	-1
2	O=C(CC(=O)c1ccccc1)Nc1ccccc1	-1.1	-3.5	1.9	18	34	22	-2	-1	106	0.6	-18
3	Cn1cccc1C(=O)NC(=O)COC(=O)C12CC3CC(CC(O)(C3)C1)C2	-0.1	-2.5	2.5	12	2	41	x	1	113	1.6	-6
4	O=C(NC(=S)NCc1ccccc1)c1cccnc1	1.0	-3.1	3.0	16	-15	3	9	7	103	6.2	0
5	CC(=O)NCCC(=O)Nc1sc2c(c1-c1nc3ccccc3[nH]1)CCCC2	-0.3	-1.6	-0.6	9	-8	x	-7	3	82	4.1	4
6	Cc1coc2cc3oc(=O)ccc3cc12	1.1	0.0	2.7	0	7	6	-9	3	95	0.4	-1
7	CCC1CCCCN1C(=S)NC(=O)c1ccc([N+](=O)[O-])cc1 (centres undefined)	-1.4	0.4	2.6	-2	0	36	-14	1	101	1.9	3
8	CCN(CC(=O)NCc1cccs1)C(=O)c1ccccc1F	1.9	-1.6	2.5	9	1	x	9	2	100	0.0	7
9	O=C(OC(C(=O)c1c[nH]c2ccccc12)c1ccccc1)c1cnccn1 (centres undefined)	0.2	-5.2	2.2	21	6	7	-5	-3	x	2.8	-20
10	CCCCCCc1ccc(N2C[C@H](CCCCC)[C@@H](CC(=O)NCc3ccccc3)C2=O)cc1	-1.2	-1.8	3.4	10	8	-18	-19	-4	108	3.6	-5
11	Cc1ccc2c(Cl)c(C(=O)NCC(c3ccco3)N3CCCC3)sc2c1 (centres undefined)	-0.2	-0.2	1.8	1	4	4	-4	-14	x	3.2	8
12	CCCOc1ccc(-c2nnn(CC(=O)N3CCC(C)CC3)n2)cc1	0.5	0.6	3.7	-3	-5	-11	-14	-5	103	0.8	15
13	CCOC(=O)c1c(-c2ccco2)csc1NC(=O)CSc1nnc(N)s1	-1.2	-0.2	3.3	1	-5	-2	-8	-12	99	1.3	9
14	C[C@H](OC(=O)n1ccnc1)[C@@H]1O[C@@]2(C)CCC[C@@H]1O2	-0.5	0.2	4.2	-1	0	-3	x	3	107	1.4	-4
15	CC(=O)c1ccc(N2CCN(C(=O)Cn3cnc(S(=O)(=O)N4CCCCC4)c3)CC2)cc1	1.5	-1.3	1.0	6	4	x	13	1	104	1.9	-3
16	O=C(CNCc1cccs1)Nc1cc(S(=O)(=O)N2CCCC2)ccc1Cl	0.8	2.5	0.3	-13	28	306	-5	-11	100	1.5	-6
17	COc1ccc(NC(=O)CCN2CCCC(C)C2)cc1 (centres undefined)	0.6	-0.9	0.2	4	26	0	-5	-2	x	-1.6	-4
18	CCC(C)NC(=O)CNC(=S)N(CCCN1CCOCC1)Cc1cccs1 (centres undefined)	-1.4	-2.4	0.9	13	13	-9	6	0	111	-0.9	4
19	O=C(O)c1cccc(S(=O)(=O)Nc2cccc3ccccc23)c1	-1.1	0.0	0.8	0	-5	6	-22	3	x	1.1	-8
20	CCn1ncc(/C=C/C(=O)NCc2cnn(C)c2C)c1C	0.8	-0.4	-0.7	2	-2	0	x	8	100	1.6	-12
21	COc1cc(OC)cc(-c2c(-c3ccc(F)cc3)c3cc(-c4cccc5[nH]ccc45)ccc3n2C)c1	1.5	2.5	2.2	-15	30	5	17	-3	94	0.3	-1
22	COc1cccc(C2C(C(C)=O)=C(O)C(=O)N2CCc2c[nH]c3ccccc23)c1 (centres undefined)	1.4	-1.6	2.0	9	2	604*	9	-7	107	1.7	-3
23	CNC(=O)c1ccc(OC2CSC2)cc1	-1.9	-0.7	1.1	4	25	8	-15	-9	88	1.4	9
24	Cc1c(Cl)cccc1NC(=O)CCCN1C(=O)CCC1=O	-2.2	-2.9	1.6	15	-2	16	-21	-9	102	1.9	6
25	CC(=O)Nc1ccc(S(=O)(=O)N2CCN(C(=O)c3ncoc3-c3cccc(C)c3)CC2)cc1	-1.4	1.5	-0.9	-12	25	-13	10	-7	102	4.0	-12

# Compounds above that contain an NH in an aromatic ring (4):
No.	Compound	Ecoli viability	OPRM1-OPRD1 ag	phage Ecoli inh	MOR-DOR inv ag	Arr AP2 block	SUMO Mot1 rescue	PfHsp90 set2	PKA-R1A act	Pemphigus Ab inh	AddAB inh	Tat transport
5	CC(=O)NCCC(=O)Nc1sc2c(c1-c1nc3ccccc3[nH]1)CCCC2	-0.3	-1.6	-0.6	9	-8	x	-7	3	82	4.1	4
9	O=C(OC(C(=O)c1c[nH]c2ccccc12)c1ccccc1)c1cnccn1 (centres undefined)	0.2	-5.2	2.2	21	6	7	-5	-3	x	2.8	-20
21	COc1cc(OC)cc(-c2c(-c3ccc(F)cc3)c3cc(-c4cccc5[nH]ccc45)ccc3n2C)c1	1.5	2.5	2.2	-15	30	5	17	-3	94	0.3	-1
22	COc1cccc(C2C(C(C)=O)=C(O)C(=O)N2CCc2c[nH]c3ccccc23)c1 (centres undefined)	1.4	-1.6	2.0	9	2	604*	9	-7	107	1.7	-3

# (continued)
No.	Compound	Ecoli viability	OPRM1-OPRD1 ag	phage Ecoli inh	MOR-DOR inv ag	Arr AP2 block	SUMO Mot1 rescue	PfHsp90 set2	PKA-R1A act	Pemphigus Ab inh	AddAB inh	Tat transport
26	COc1ccc(/C=N\NC(=O)c2ccccc2OC)cc1COc1ccccc1C	-0.1	0.1	1.6	0	14	-13	9	-11	108	-1.2	-1
27	Cc1ccc(Cl)cc1NC(=O)NCc1cccnc1	x	-1.7	2.0	9	-14	-4	10	-7	x	x	16
28	COc1nc(-c2ccccc2)nnc1-c1ccccc1	x	2.7	1.3	-19	-6	x	11	-3	109	x	-10
29	CC(C)[C@H](NC(=O)c1ccco1)C(=O)N(C)Cc1c(F)cccc1Cl	0.6	-0.1	0.2	1	25	18	24	2	x	4.2	8
30	C#CC(=O)N(c1ccc(OC)c(OC)c1)C(C(=O)NC1CCCC1)c1cccs1 (centres undefined)	-0.5	39*	1.8	-228	4	33	8	-10	119	0.4	-3
31	CC(=O)N1CCN(CCS(=O)(=O)c2ccc(Br)cc2)CC1	-1.1	-2.1	6.3	8	-17	-2	16	-1	105	-0.1	16
32	CCOC(=O)C1CCN(S(=O)(=O)c2c[nH]c(=O)[nH]c2=O)CC1	-2.5	-2.2	3.0	12	12	-15	x	5	112	-1.9	30
33	Cc1cc(C)c(-c2cc(C(=O)Nc3c(C)n(C)n(-c4ccccc4)c3=O)[nH]n2)c(O)c1	-1.3	-1.5	3.3	8	2	-14	22	2	x	4.5	-7
34	Cc1cc(Br)ccc1NC(=O)C1CSC2(C)CCC(=O)N12 (centres undefined)	-0.3	-0.6	-0.5	4	-2	-18	-24	10	98	-0.6	-19
35	CC(C)C[C@@H](C(=O)NCC1CCCO1)N1C(=O)N2CCc3c([nH]c4ccccc34)[C@@]2(C)C1=O (some centres undefined)	5.0	-1.1	0.8	5	-11	9	11	-1	108	5.9	-3
36	NC(=O)C1CCN(CC(=O)Nc2ccccc2N2CCOCC2)CC1	-0.4	-2.0	2.2	11	36	176	1	-13	99	1.0	-7
37	COc1ccc(C(C(=O)NC2CCCC2)N(CCO)C(=O)Cn2nnc(-c3ccc(C)o3)n2)cc1 (centres undefined)	-1.9	-1.3	-1.4	8	8	106	-25	2	96	1.8	-3
38	CC1(C)NC(=O)N(CC(=O)Nc2ccc(-n3cnnn3)cc2)C1=O	-0.1	-3.1	1.0	15	33	19	-3	1	x	-0.4	-8
39	O=C(Cn1c(-c2cncs2)nc2ccccc21)NC1CCCC1	-1.6	x	0.8	x	-8	-16	9	-1	98	-1.4	0
40	CC#CC(=O)N1CCC(n2nccc2NC(=O)c2ccc3c(c2)OCO3)CC1	0.2	-4.3	3.1	22	3	-2	-5	-6	103	1.8	2
41	COc1cccc(CN(CC(=O)NC2CCCC2)C(=O)CCC(=O)Nc2cc(C)on2)c1	-0.7	-2.5	1.9	14	-2	10	1	-3	108	0.8	0
42	CC(=O)Nc1ccc(C(=O)OCc2ccc(F)cc2)cc1	0.4	-1.9	4.2	10	39	6	-97	-12	87	-0.2	-3
43	CN(C)C(=O)C12CCC(C)(c3nc4ccccc4nc31)C2(C)C (centres undefined)	1.2	-0.8	1.6	4	5	340	-12	1	90	-1.1	6
44	O=C1NC(=S)SC1=Cc1ccccc1Cl	x	-3.0	3.7	15	1	x	-8	3	85	x	7
45	O=C(/C=C/c1ccccc1Cl)NCCCn1ccnc1	-0.8	-0.8	2.2	4	8	-9	5	-3	100	-0.2	-5

# A different layout for 4 compounds above:
35	CC(C)C[C@@H](C(=O)NCC1CCCO1)N1C(=O)N2CCc3c([nH]c4ccccc34)[C@@]2(C)C1=O (some centres undefined)
  Ecoli viability = 5.0 | OPRM1-OPRD1 ag = -1.1 | phage Ecoli inh = 0.8 | MOR-DOR inv ag = 5 | Arr AP2 block = -11 | SUMO Mot1 rescue = 9 | PfHsp90 set2 = 11 | PKA-R1A act = -1 | Pemphigus Ab inh = 108 | AddAB inh = 5.9 | Tat transport = -3

40	CC#CC(=O)N1CCC(n2nccc2NC(=O)c2ccc3c(c2)OCO3)CC1
  Ecoli viability = 0.2 | OPRM1-OPRD1 ag = -4.3 | phage Ecoli inh = 3.1 | MOR-DOR inv ag = 22 | Arr AP2 block = 3 | SUMO Mot1 rescue = -2 | PfHsp90 set2 = -5 | PKA-R1A act = -6 | Pemphigus Ab inh = 103 | AddAB inh = 1.8 | Tat transport = 2

45	O=C(/C=C/c1ccccc1Cl)NCCCn1ccnc1
  Ecoli viability = -0.8 | OPRM1-OPRD1 ag = -0.8 | phage Ecoli inh = 2.2 | MOR-DOR inv ag = 4 | Arr AP2 block = 8 | SUMO Mot1 rescue = -9 | PfHsp90 set2 = 5 | PKA-R1A act = -3 | Pemphigus Ab inh = 100 | AddAB inh = -0.2 | Tat transport = -5

30	C#CC(=O)N(c1ccc(OC)c(OC)c1)C(C(=O)NC1CCCC1)c1cccs1 (centres undefined)
  Ecoli viability = -0.5 | OPRM1-OPRD1 ag = 39* | phage Ecoli inh = 1.8 | MOR-DOR inv ag = -228 | Arr AP2 block = 4 | SUMO Mot1 rescue = 33 | PfHsp90 set2 = 8 | PKA-R1A act = -10 | Pemphigus Ab inh = 119 | AddAB inh = 0.4 | Tat transport = -3
